INS-1E GSIS act = primary screen for activators of insulin secretion dependent on glucose, INS-1E cells, GLuc reporter luminescence; AID 743287; activation, % at 16.6 µM; INS-1E GLuc reporter insulin secretion, 2-3 h; 370,000 tested, 0.61% active;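 active = lowest replicate activation of at least 40%, so every replicate reaches that level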;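 also: 0% = median of neutral control wells and 100% = median of IBMX positive control wells; some compounds called inactive have numbers as strong as hits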
F508del corr = correctors of CFTR F508del function in bronchial epithelial cells; activity (quench increase), % at 7.58 µM; CFBE cells, YFP halide quenching; stimulated with forskolin plus potentiator P3; % fluorescence drop versus neutral controls; 350,000 tested, 0.36% active;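 active = mean added fluorescence quench of at least 8% versus neutral control, with both replicates also reaching 8%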;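 also: cells transiently co-express mutant CFTR-F508del with the halide-sensitive YFP; corrector assay measuring rescue of mutant channel to the surface after 24 h compound exposure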
Cneo AK release = causes C. neoformans cell lysis; adenylate kinase release luminescence, 4 h; normalised: neutral wells 0, clomiphene wells 100; lysis activity, % at 15 µM; 360,000 tested, 0.2% active;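 active = mean lysis activity across replicates of at least 80%, whatever share of replicates individually reach that level; inactive = mean lysis activity below 80%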
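Test system: log-phase Cryptococcus neoformans yeast cells; Quantity: yeast cell density of 5 × 10^6 cells/mL; Buffer or medium: YPD; Doses: single compound concentration per well; Timing: 4 h at 37 °C static, read 1 h later; Measured by: AK luminescence; Read-out basis: lysis from increased AK signal; Control set: Clomiphene as positive control.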
PGC1a acetyl inh = PGC1a acetylation modulation, inhibitor mode; U2OS PGC1a acetylation, AlphaScreen anti-acetyl-lysine; with virally co-expressed GCN5 acetyltransferase; inhibition, % at 15.6 µM; 350,000 tested, 0.17% active;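 active = every replicate shows inhibition of at least 40%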;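 also: 0% = neutral control wells and 100% = positive control wells; some results beyond the cut were filed as inactive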
FN deposit inh = fibronectin deposition inhibition; 350,000 tested, 0.086% active; AH1F fibroblasts, Alexa488-fibronectin deposition fluorescence, overnight; inhibition, % at 12.6 µM;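 active = mean inhibition across replicates of 30% or more, regardless of how many single replicates reach that level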;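 also: positive control wells lacked labelled fibronectin entirely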
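material = AH1F fibroblast monolayer depositing Alexa488-labelled fibronectin into matrix | amount = 10000 AH1F cells/well | buffer or medium = DMEM plus 2% serum, read in PBS | incubation = 1 h cell adhesion before compound, then overnight fibronectin incubation | detection = fluorescence at 485 nm excitation, 525 nm emission | evaluation = percent inhibition as loss of matrix-bound fibronectin fluorescence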
miR122 inh = miR-122 inhibition in Huh7 cells. Huh7 miR-122 Renilla luciferase sensor, 48 h; neutral wells = 0, positive control = 100. activation (reporter increase), % at 12.5 µM. 340,000 tested, 0.3% active. AID 602342;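 active = mean replicate activation score at least 90 and every replicate individually at or above 90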;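 also: higher luciferase means less miR-122 activity so hits act as miR-122 inhibitors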
PglD DTNB = inhibitors of Campylobacter jejuni PglD acetyltransferase | purified PglD enzyme, DTNB colorimetric CoA detection | inhibition, % at 12.5 µM | 360,000 tested, 0.098% active; in the data active = inhibition above about 16%, passing the limit was not always enough; also: strong numbers were not always called active
Statin myotox sup = suppressors of simvastatin-induced myotoxicity in C2C12 myotubes; rescue of ATP level, % at 7.49 µM; 330,000 tested, 0.78% active; ATP luminescence, 48 h; scaled: DMSO 0, geranylgeraniol control 100; AID 602340;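 active = mean ATP rescue above about 67%, or every replicate alone reaching that limit, limit read from the data, passing the limit was not always enough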;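 also: myotubes were challenged with 10 µM simvastatin during compound exposure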
Starred values were filed as active, the others as inactive; . = not tested or not shown; & = joins results of further samples; [ ] = another dose, or the depositor's remark. This is a random part of the collection, and some 2.1% of all compounds hit somewhere here.

SMILES	INS-1E GSIS act	F508del corr	Cneo AK release	PGC1a acetyl inh	FN deposit inh	miR122 inh	PglD DTNB	Statin myotox sup
C[C@H](CO)N1C[C@H](C)[C@@H](CN(C)Cc2ccc(-c3ccccc3)cc2)Oc2c(NC(=O)c3ccc(-c4nccs4)cc3)cccc2C1=O	3	1.8	-1	11	.	1[16.7 µM]	0	-11
COc1cc(NC(=O)C2CCCCN2)ccc1OCC(C)C (stereo not given)	6	.	4	.	.	.	10	-2
O=C(NC1CCCCC1)N[C@@H]1CC[C@H](CCNS(=O)(=O)c2ccc(Cl)cc2)O[C@H]1CO	-13	2.5	0	0	-8	.	-2	4
CCC(=O)N1C[C@H]2[C@@H](c3ccccc31)[C@@H](CO)N2Cc1cc(F)ccc1F	11	-1.0	-5	-7	.	-3[16.7 µM]	0	24
CC(C)[C@H](NC(=O)c1cc2cc(Cl)ccc2n1C)C(=O)N1CCC(C(=O)O)CC1	4	-1.1	1	-5	.	1	-2	1
CC(=O)N1CCCCN2[C@H](CO)[C@H](c3ccc(C#Cc4ccccc4F)cc3)[C@@H]2C1	-9	-5.6	0	1	.	30[16.7 µM]	5	.
CCNC(=O)[C@H]1[C@H](CO)[C@H]2Cn3c(ccc(-c4cccnc4)c3=O)[C@H]2N1Cc1ccc2c(c1)OCO2	18	-2.1	4	.	.	-3[16.7 µM]	4	-2
OC(COCc1ccccc1)CN1CCN(c2ccccc2)CC1 (stereo not given)	.	.	-1	.	-2	1	5	-3
COCCNC(=O)[C@H]1[C@H](CO)[C@H]2Cn3c(ccc(-c4ccccc4)c3=O)[C@@H]1N2C(=O)NC(C)C	7	0.7	-5	.	.	-4[16.7 µM]	9	-6
C[C@@H]1CN([C@H](C)CO)C(=O)c2ccccc2-c2ccccc2CO[C@H]1CN(C)S(=O)(=O)c1ccccc1F	9	-0.1	-2	-32	1	.	-1	.
Cc1cccc(N(CC(=O)NC2CCCC2)C(=O)c2csnn2)c1C	4	0.4	6	.	-9	.	-1	-2
Cc1ccc(-c2csc3nnc(SCC(=O)NCc4ccco4)n23)cc1	25	.	-3	14	9	-13	7	6
O=C1NC(=O)/C(=C\c2ccccc2Oc2ccc(F)c(F)c2)S1	.	.	-1	-6	.	-2	-3	-64
CN1CCN(CCC(=O)N/N=C/c2ccccc2F)CC1	.	1.9	3	-5	-5	5	-4	18
COC(=O)[C@@H]1[C@@H](CO)[C@@H]2Cn3c(ccc(/C=C/c4ccccc4)c3=O)[C@@H]2N1C(=O)CC1CC1	0	-0.5	.	2	.	-5[16.7 µM]	3	4
O=c1[nH]ncc(N2CCCCCC2)c1Cl	-4	0.1	1	-8	2	-1	-1	1
COc1ccc(C(=O)NC(=S)Nc2nc(C)cc(C)n2)cc1Br	6	-0.5	-3	11	9	-1	-4	.
C[C@@H]1CN([C@H](C)CO)S(=O)(=O)c2ccc(C#CC3(O)CCCC3)cc2O[C@H]1CN(C)C(=O)Nc1ccccc1	-7	3.3	-2	4	-15	5[16.7 µM]	-4	-38
COCCNCC1C(Oc2ccc(Cl)cc2)C(=O)N1c1ccccc1C (stereo not given)	-9	-0.6	.	1	0	11	.	5
COc1ccc(NC(=S)Nc2ccccc2F)c(OC)c1	.	.	-2	-27	.	2	-7	-4
O=C(C1CCCCC1)N1C[C@@H]2[C@H](c3ccccc31)[C@@H](CO)N2C(=O)c1ccccc1F	-5	3.3	-2	-1	.	-30[16.7 µM]	7	13
CC(C)CC(NC(=O)OCc1ccccc1)C(=O)NC(Cc1ccccc1)C(=O)CCl (stereo not given)	-11	1.7	.	2	21	0	.	.
CN1C(=O)c2cc(NC(=O)c3ccc(F)c(F)c3)ccc2OC[C@@H]2O[C@@H](CC(=O)N[C@H]3CCN(Cc4ccccc4)C3)CC[C@H]21	-8	.	5	.	12	.	0	-4
C[C@@H]1CN([C@@H](C)CO)S(=O)(=O)c2ccc(C#CC(C)(C)O)cc2O[C@@H]1CN(C)C(=O)C1CCC1	21	-2.4	-5	3	-6	2[16.7 µM]	3	-1
Cc1noc(C)c1S(=O)(=O)Nc1ccc2c(c1)C(=O)N([C@@H](C)CO)C[C@@H](C)[C@@H](CN(C)CC1CC1)O2	-3	-2.7	-2	-4	10	3[16.7 µM]	0	28
NCCCC[C@H](N)c1nnc([C@H](CCC(=O)O)NC(=O)C2CCNCC2)o1	13	-2.8	0	13	0	-4	1	-4
Cc1cc(N/N=C/c2ccc(O)c(C)c2O)nc(-c2ccccc2O)n1	3	.	-2	.	22	101*	-10	.
CC1CCCN(CCCNC(=O)CCn2nc(-c3ccccc3)ccc2=O)C1 (stereo not given)	5	-1.8	0	-1	-12	-3	3	.
CCOc1cccc(/C=N/N2C(C)CCCC2C)c1O (stereo not given)	-4	-1.3	-3	6	3	3	0	-2
O=C(Cn1[nH]c(=O)c2ccccc2c1=O)NNC(=O)c1ccccc1	-20	1.2	.	17	-5	5	.	-1

Four entries drawn at random from the list so far:
SMILES	INS-1E GSIS act	F508del corr	Cneo AK release	PGC1a acetyl inh	FN deposit inh	miR122 inh	PglD DTNB	Statin myotox sup
CC(C)CC(NC(=O)OCc1ccccc1)C(=O)NC(Cc1ccccc1)C(=O)CCl (stereo not given)	-11	1.7	.	2	21	0	.	.
CC1CCCN(CCCNC(=O)CCn2nc(-c3ccccc3)ccc2=O)C1 (stereo not given)	5	-1.8	0	-1	-12	-3	3	.
CCOc1cccc(/C=N/N2C(C)CCCC2C)c1O (stereo not given)	-4	-1.3	-3	6	3	3	0	-2
C[C@@H]1CN([C@@H](C)CO)S(=O)(=O)c2ccc(C#CC(C)(C)O)cc2O[C@@H]1CN(C)C(=O)C1CCC1	21	-2.4	-5	3	-6	2[16.7 µM]	3	-1

The listing picks up, starting two compounds before the break.
SMILES	INS-1E GSIS act	F508del corr	Cneo AK release	PGC1a acetyl inh	FN deposit inh	miR122 inh	PglD DTNB	Statin myotox sup
CCOc1cccc(/C=N/N2C(C)CCCC2C)c1O (stereo not given)	-4	-1.3	-3	6	3	3	0	-2
O=C(Cn1[nH]c(=O)c2ccccc2c1=O)NNC(=O)c1ccccc1	-20	1.2	.	17	-5	5	.	-1
CC1(C)Cc2cccc(OCC(=O)NCc3cccs3)c2O1	19	-5.3	0	7	1	-1	2	13
O=C(NC(=O)c1ccccc1O)c1ccc(C(F)(F)F)cc1	.	-3.0	-1	-4	-3	-6	-3	.
C[C@@H]1CN([C@H](C)CO)C(=O)c2cc(NC(=O)Nc3ccc4c(c3)OCO4)ccc2O[C@@H]1CN(C)Cc1ccc2c(c1)OCO2	-12	2.1	0	-4	.	6[16.7 µM]	1	-23
COc1cccc(NC(=O)c2ccc(OC(F)(F)F)cc2)c1	9	0.7	-5	-17	-21	-17	1	-22
C[C@@H]1CN([C@H](C)CO)S(=O)(=O)c2ccc(/C=C/c3ccccc3)cc2O[C@@H]1CN(C)CC1CC1	10	-2.7	0	8	3	-2[16.7 µM]	-3	-5
CCOC(=O)Cn1nnnc1C(C(C)C)N(Cc1cc2c(C)cc(C)cc2[nH]c1=O)C1CCCC1 (stereo not given)	-6	.	3	-9	.	-1	-2	10
CCOc1ccc(C(=O)NC(C(=O)NCc2cccnc2)C(C)C)cc1 (stereo not given)	1	-2.5	3	30	0	-1	3	15
Cc1cc(=O)oc2c(C)c(OCC(=O)NCCN3CCOCC3)ccc12	-1	2.7	0	5	14	3	0	1
CN(C)CCCOC(=O)c1ccc(Br)cc1	.	.	4	6	9	3	-4	-1
CCOC(=O)c1c(CN2CCOCC2)n(-c2ccccc2)c2cc(Br)c(OC)cc12	.	.	2	-8	-3	0	-3	-18
CC(C)(CNC(=O)CNC(=O)c1ccccc1F)N1CCOCC1	.	-1.3	-1	5	10	.	0	4
Cc1cccc(-n2c(CNC(=O)c3ccccc3)nnc2SCC(=O)Nc2nccs2)c1	1	5.0	4	-4	3	2	-2	3
C[C@@H]1CN([C@H](C)CO)C(=O)c2cc(NC(=O)Nc3ccc4c(c3)OCO4)ccc2O[C@@H](C)CCCCO[C@@H]1CN(C)S(=O)(=O)c1cn(C)cn1	-13	-2.0	0	-4	.	11[16.7 µM]	2	.
Cc1cc(N2C(=O)C3C4c5ccccc5C(c5ccccc54)C3C2=O)no1 (stereo not given)	.	.	-1	.	-9	32	-1	1
C[C@@H]1CN([C@H](C)CO)C(=O)Cc2cc(NC(=O)Nc3ccc(F)cc3)ccc2O[C@H]1CN(C)C(=O)Nc1ccc(C(F)(F)F)cc1	-15	1.9	-1	2	.	-2[16.7 µM]	3	3
CCOC(=O)N1CCN(C(=O)/C=C/c2ccc(C(C)(C)C)cc2)CC1	0	0.5	-1	.	-1	-2	3	-9
CCCC(=O)Nc1ccc2c(c1)C(=O)N(C)C[C@@H](OC)[C@H](C)CN(C(=O)c1cnccn1)[C@H](C)CO2	3	0.8	-8	11	-3	0[16.7 µM]	0	3
COc1ccc(C)cc1NC(=O)c1cc(S(=O)(=O)N2CCOCC2)cn1C	.	2.1	1	5	-3	0	-1	3
C[C@@H]1CN([C@@H](C)CO)C(=O)c2cccc(NS(C)(=O)=O)c2O[C@H]1CN(C)C(=O)Nc1ccc(C(F)(F)F)cc1	1	0.9	7	-4	.	-8[16.7 µM]	-5	-8
CCC(=O)Nc1ccc2c(c1)C(=O)N(C)C[C@H](OC)[C@@H](C)CN(Cc1ccccc1C(=O)O)[C@H](C)CO2	6	1.8	2	5	-7	.	6	15
CC(C)NC(=O)Nc1ccc2c(c1)C(=O)N([C@H](C)CO)C[C@@H](C)[C@H](CN(C)S(=O)(=O)c1cn(C)cn1)O2	22	-0.3	-2	-12	-8	1[16.7 µM]	0	.
CN(C)CCNC(=O)c1ccc(Cl)s1	1	0.9	.	10	.	2	.	6
O=S(=O)(c1ccccc1)N1N=C(c2ccc(Br)cc2)CC1c1ccco1 (stereo not given)	-2	-2.0	0	14	8	8	1	-14
CCC1CCCCN1CCNC(=O)C1CCCN(S(=O)(=O)c2cccc3nsnc23)C1 (stereo not given)	-1	-3.6	-1	33	-2	3	-2	-4
O=C(CC(NS(=O)(=O)c1ccc(Cl)cc1)c1ccco1)NCc1ccco1 (stereo not given)	.	.	-1	8	.	-2	-2	14
CC(C)c1ccc(NC(=O)CCN2C(=O)c3ccc([N+](=O)[O-])cc3C2=O)cc1	.	.	0	6	.	-1	0	.
CC(=O)Oc1cccc(N2C(=O)C3C4C=CC(C4=C(C)C)C3C2=O)c1 (stereo not given)	.	.	-2	-5	-1	-10	-4	0
Nc1ccc(C(=O)NC2CCSc3ccccc32)cc1[N+](=O)[O-] (stereo not given)	24	-2.9	-3	-2	-6	-4	-7	10
COc1ccc2cc(/C=N/NC(=O)CSCc3ccc([N+](=O)[O-])cc3)c(Cl)nc2c1	-7	0.2	-2	-6	.	-5	3	-23
CCOC(=O)C1CCN(C(=O)Cn2cc(C(=O)OC)c3ccccc32)CC1	19	2.4	-4	0	-6	9	.	5
CCCc1cc(C(=O)N2CCCC(N3CCN(c4ccc(F)cc4)CC3)C2)no1 (stereo not given)	1	1.3	1	0	10	1	-4	24
CCOC(=O)C1CCN(C(=O)Cc2ccc(-c3ccccc3)cc2)CC1	.	-0.6	-1	-8	11	5	3	-4
Cc1ccccc1OC(=O)n1c(=S)oc2cc(Cl)ccc21	.	.	3	-18	2	-4	2	7
COc1cccc(-c2cnc3c(c2)C(=O)N([C@H](C)CO)C[C@H](C)[C@H](CN(C)Cc2ccc(F)cc2)O3)c1	12	0.8&-3.0	-6&0	2&-1	.	5&4[16.7 µM]	-2&5	8&24

Screening results deposited in PubChem by Broad Institute.
